Screening results deposited in PubChem by several laboratories.
Phagocyt inh = inhibitors of macrophage phagocytosis, primary screen, imaging, J774A.1 cells, IgG beads. J774A.1 macrophage IgG-bead phagocytosis. inhibition, % at 5 µM. hit rate 0.07% among 110,000. AID 1029, 2008;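 active = inhibition above the mean of the plate negative controls plus 5 SD, cut at about 13% in these data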;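 note: phagocytic index as fraction of beads internalized from green versus red external bead signal; plate controls were DMSO negative control for no effect and cytochalasin-D positive control for full effect; some results beyond the cut were filed as inactive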
Measles CPE = compounds protecting cells from measles virus cytopathic effect, primary screen, measles RdRp inhibitor project, single point, MLSMR library, absorbance. Measles virus-infected cells, CPE protection. protection (pct of control), % at 4 µM. hit rate 1.5% among 140,000; in the data active = protection mostly above about 24%, no sharp cut-off; inactive = mostly below about 26%; note: some compounds called inactive have numbers as strong as hits
GALR2 antag = GALR2 antagonists in receptor-expressing cells, primary screen | inhibition, % at 4 µM | hit rate 0.39% among 140,000 | antagonist mode; in the data active = inhibition above about 27%;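 note: cells stimulated with galanin 1-16 at roughly its EC80; 0% = agonist challenge control and 100% = basal control without agonist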
Target sequence (O43603 whole entry, looked up): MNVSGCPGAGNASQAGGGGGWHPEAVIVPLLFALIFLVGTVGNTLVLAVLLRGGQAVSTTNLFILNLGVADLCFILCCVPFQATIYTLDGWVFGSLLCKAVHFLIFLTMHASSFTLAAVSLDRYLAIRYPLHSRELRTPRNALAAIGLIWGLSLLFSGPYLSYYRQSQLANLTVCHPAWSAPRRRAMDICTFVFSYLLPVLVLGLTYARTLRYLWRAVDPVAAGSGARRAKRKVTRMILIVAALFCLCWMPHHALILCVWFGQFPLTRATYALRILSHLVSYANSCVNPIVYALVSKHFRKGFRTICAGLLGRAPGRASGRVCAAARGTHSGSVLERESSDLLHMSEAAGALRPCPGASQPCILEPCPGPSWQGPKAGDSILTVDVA
NPY Y2 blocker = NPY-Y2 receptor antagonists, primary screen, cell-based | AID 793, 2007 | hit rate 0.99% among 140,000 | inhibition, % at 2.7 µM | Neuropeptide Y receptor type 2 (Homo sapiens), P49146 | NPY-Y2 expressing cells, antagonist mode; in the data active = inhibition above about 17%;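 note: 0% = vehicle with agonist challenge and 100% = reference antagonist with challenge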
Target sequence (P49146 whole entry, looked up): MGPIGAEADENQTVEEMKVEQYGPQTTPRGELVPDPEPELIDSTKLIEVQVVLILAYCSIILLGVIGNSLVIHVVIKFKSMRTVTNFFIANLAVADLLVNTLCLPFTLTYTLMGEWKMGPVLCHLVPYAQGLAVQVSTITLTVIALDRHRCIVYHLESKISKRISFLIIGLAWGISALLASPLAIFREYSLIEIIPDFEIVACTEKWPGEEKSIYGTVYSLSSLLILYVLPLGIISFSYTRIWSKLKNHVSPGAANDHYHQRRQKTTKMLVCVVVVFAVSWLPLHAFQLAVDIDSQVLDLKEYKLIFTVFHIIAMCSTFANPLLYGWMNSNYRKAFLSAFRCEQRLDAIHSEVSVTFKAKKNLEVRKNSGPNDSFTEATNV
HCT116 bCat-KO = primary screen for growth suppressors in beta-catenin knockout HCT116 cells (colon tumor, human) | viability, % at 10 µM | hit rate 1.5% among 140,000 | HCT116 beta-catenin knockout viability, CellTiter-Glo, 60 h; hits give low values | AID 818, 2007;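 active = viability at or under a set limit, the compound median less 4 SD, cut at about 6% in these data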;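 note: 0% = Hyamine 1622 control at 20 µM and 100% = untreated cell control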
MRP-1 activ = H69AR viability gain despite doxorubicin, primary screen, MRP-1 activator project, H69AR cells, CellTiter-Glo; viability rescue; viability increase, % at 10 µM; hit rate 0.61% among 140,000;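 active = viability gain under doxorubicin at or above a set limit, the compound median plus 3 SD, cut at about 4.7% in these data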;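 note: MRP-1 overexpressing cells given doxorubicin 25 µM after compound pretreatment; 18-22 h compound pretreatment then 72 h with doxorubicin before readout; 0% = doxorubicin-only wells and 100% = vehicle-treated cells without doxorubicin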
BB579 growth dn = growth inhibitors of yeast BB579 in restrictive medium, primary screen, yeast lifespan-shortening project, S. cerevisiae; AID 804, 2007; inhibition, % at 10 µM; hit rate 0.51% among 140,000; OD615, 48 h;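 active = inhibition above a set limit, 3 SD over the mean compound inhibition, cut at about 44% in these data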; note: inactives centre near -24
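Assay system: S. cerevisiae DeaD strain BB579 yeast. Medium: CSMM-D restrictive synthetic medium containing dextrose (glucose). Times: 4 h cell preincubation, 48 h compound exposure, 30 °C humidified. Signal: OD615 turbidity measurement. Benchmarks: positive control amphotericin B 10 µg/mL.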
PTEN del growth = growth suppression of PTEN-null HCT116, primary screen, cell-based, CellTiter-Glo; HCT116 PTEN-null viability, 60 h; hits give low values; viability, % at 10 µM; hit rate 1.2% among 140,000; AID 827, 2007;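 active = viability at or below a set limit, 4 SD under the median of all tested compounds, cut at about 3.7% in these data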;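 note: PTEN knockout HCT116 line with beta catenin targeted HCT116 as companion control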
E-sel TNF inh = E-selectin induction blockers in HUVEC – imaging, immunofluorescence, high content, primary screen | HUVEC TNFa-induced E-selectin immunofluorescence | inhibition, % at 2 µM | hit rate 0.71% among 120,000;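 active = inhibition above the batch mean plus 3 SD, and confirmed as a hit on visual image review, cut at about 43% in these data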;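 note: 0% = TNF-stimulated DMSO wells and 100% = unstimulated control wells; not every result past the cut was called active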
Yeast life ext = compounds extending yeast replicative lifespan, primary screen, S. cerevisiae, OD615 | S. cerevisiae growth with nicotinamide; deaD strain in restrictive glucose medium | inhibition of the nicotinamide effect, % at 10 µM | hit rate 0.68% among 130,000;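 active = inhibition above a set limit, placed 3 SD over the median of all compounds, cut at about 26% in these data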;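 note: 0% = nicotinamide-treated wells and 100% = cells grown without nicotinamide; some compounds called inactive have numbers as strong as hits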
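Material: Modified budding yeast, DeaD strain | Medium: Restrictive glucose medium | Probe or stimulus: 1.5 mM nicotinamide | Dosing: Single dose 10 µM compound, 0.25% DMSO | Times: 48 h at 30 °C | Technique: OD615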
An asterisk follows results filed as active; / = not tested or not shown.

SMILES	Phagocyt inh	Measles CPE	GALR2 antag	NPY Y2 blocker	HCT116 bCat-KO	MRP-1 activ	BB579 growth dn	PTEN del growth	E-sel TNF inh	Yeast life ext
N#Cc1c(NC(=O)CCC(=O)O)sc2c1CCCC2	0	19	3	3	97	0.7	-2	104	5	-3
COCCn1c(CN2CCN(c3ccc(OC)cc3)CC2)nc2c1c(=O)n(C)c(=O)n2C	-1	4	-9	2	87	-2.9	-18	86	/	-2
CCCC(=O)NC(Nc1cc(C(F)(F)F)ccc1Cl)C(Cl)(Cl)Cl (stereo not given)	-6	2	-9	4	20	-5.8	-22	5	42	-6
O=C(CCCN1C(=O)/C(=C/c2ccco2)SC1=S)Nc1ccccc1	-4	19	6	3	26	0.5	-9	24	/	4
COc1ccc([N+](=O)[O-])cc1NC(=O)CC(C)c1ccccc1 (stereo not given)	-3	15	-4	7	90	1.5	-20	83	-33	-10
Cc1ccc(S(=O)(=O)N2CCOCC2)cc1C(=O)Nc1c(C)n(C)n(-c2ccccc2)c1=O	0	6	7	0	93	-2.4	-4	91	23	-13
CCOC(=O)c1c(-c2ccccc2)csc1NC(=O)CCN1C(=O)c2ccccc2C1=O	-4	4	-3	12	101	2.7	-20	107	/	-2
COc1cc(/C=C/C(=O)N2CCOCC2)ccc1OCc1ccccc1	-7	94*	7	4	96	-0.4	-17	93	/	-3
COc1ccc(OC)c(Nc2nc(-c3cccs3)cs2)c1	-1	3	22	1	73	-1.8	-5	68	-12	-11
COc1ccc(CNC(=O)CSc2nnnn2Cc2ccccc2)cc1	-1	5	6	6	78	-1.0	-55	72	6	-6
O=C(Nc1ccccc1)c1ccccc1OCc1cccc([N+](=O)[O-])c1	1	12	-6	15	90	-1.4	-18	90	/	1
O=C(O)CCC(=O)N1CCN(c2nc3ccccc3s2)CC1	-3	17	-7	2	83	-1.4	-36	88	/	-5
CCCCOc1ccc(CN(C)c2ncnc(N)n2)cc1	/	5	-13	2	55	-3.3	-8	60	-25	-9
O=C(CSc1nc2ccccc2[nH]1)Nc1ccc(F)cc1	0	1	0	0	90	0.5	-56	92	/	-3
N#Cc1c(-c2ccccc2)nc2n(-c3ccccc3)nc(C(=O)Nc3ccccc3)n2c1=O	0	13	8	6	78	-4.8	-34	73	-18	-1
C=CCn1c(SCc2nc3c(c(=O)[nH]c(=O)n3CCCC)n2CCC)nnc1-c1ccccc1	-1	1	-3	7	108	-1.3	-8	95	-8	-4
Cc1sc2nc(SCC(=O)c3cc(C)n(CC4CCCO4)c3C)n(C(C)C)c(=O)c2c1C (stereo not given)	0	3	0	0	85	1.0	-53	/	/	3
Cc1nnc(SCC(=O)Nc2cccc(S(=O)(=O)N(C)c3ccccc3)c2)s1	5	22	32*	2	70	0.7	-8	67	/	-7
COc1ccc(N2C(=O)CCC(C(=O)N3CCC(C(N)=O)CC3)C2c2ccc(F)cc2)cc1 (stereo not given)	/	16	-14	2	93	-1.1	-32	91	18	-11
CC(C)(C)n1ncc2c(=O)n(CC(=O)N3CCc4ccccc43)cnc21	-2	2	-9	-1	100	-1.1	-31	93	15	4
COc1ccc(N(CC(O)CN2CCCCC2)S(=O)(=O)c2ccc(C)cc2)cc1 (stereo not given)	-3	6	0	-1	71	-4.3	-60	75	8	1
N#Cc1ccc(-c2ccc(F)cc2)nc1Oc1ccc(F)cc1	/	18	5	2	82	-4.0	-38	66	22	-5
Fc1ccccc1CSc1nc2ncc(Br)cc2[nH]1	1	7	-7	9	101	-1.7	-57	88	-4	-11
CCN(CC)Cc1c(O)ccc2c(=O)c(-c3ccc4c(c3)OCCO4)coc12	0	0	16	-1	53	-2.2	-10	36	-12	-7
Cc1c(NS(C)(=O)=O)c(=O)n(-c2ccccc2)n1C	0	55*	5	1	104	1.5	-11	101	-21	-9
(listing goes on)
SMILES	Phagocyt inh	Measles CPE	GALR2 antag	NPY Y2 blocker	HCT116 bCat-KO	MRP-1 activ	BB579 growth dn	PTEN del growth	E-sel TNF inh	Yeast life ext
CCOC(=O)Cc1csc(NC(=O)c2ccc3c(c2)OCO3)n1	-2	3	4	1	93	-0.7	-15	99	6	-11
COc1ccc(C(=O)/C(=C\c2sccc2C)c2nc3ccccc3o2)cc1	/	2	-2	6	86	-1.5	-7	81	-21	3
Cc1[nH]c2ccc(-c3nnc(SCC(=O)N4CCCc5ccccc54)o3)cc2c1C	1	16	-6	0	82	-2.8	-57	91	12	-15
O=C(/C=C/c1cccc([N+](=O)[O-])c1)c1cccs1	-5	0	8	9	2.2*	-4.7	-10	1.5*	11	28*
CCCCn1c(N)c(-c2nc3ccccc3s2)c2c([N+](=O)[O-])nn(C)c(=O)c21	-1	21	-2	-3	82	1.5	-71	92	-5	-7
CCc1ccc(NC(=O)c2ccc(F)c(S(=O)(=O)NCC3COc4ccccc4O3)c2)cc1 (stereo not given)	-10	5	4	-1	22	-3.0	-37	15	/	-4
CCOC(=O)C1=C(C)NC2=C(C(=O)CCC2)C1c1cccs1 (stereo not given)	0	6	2	0	95	-0.3	-19	97	-22	-13
COc1ccc(N(CC(=O)NC(C)C)S(=O)(=O)c2ccc(NC(C)=O)cc2)cc1	-1	9	0	1	114	-2.4	-51	112	/	-6
Cc1nc2sccn2c(=O)c1Cl	/	3	11	7	90	-1.3	-27	93	-20	-8
CC(C)CN(CCC(=O)O)CC(C)C	0	7	-8	6	98	3.4	-14	102	-3	-9
O=c1c(S(=O)(=O)c2ccc(Cl)cc2)cn(Cc2ccccc2)c2ccc(F)cc12	-7	20	-4	2	62	0.4	-26	60	49	1
Cc1noc(C)c1COC(=O)CCC(=O)c1ccc(F)cc1	-1	7	-2	1	95	0.1	-26	99	-23	-3
C/C(=N\NC(=O)C(=O)Nc1cccc(Cl)c1)c1ccncc1	-6	14	22	0	94	3.1	0	98	/	0
COc1ccc(C)cc1S(=O)(=O)Nc1cccc(SC)c1	-2	22	-1	-1	87	2.6	-11	81	17	-2
Cc1ccc(NC(=O)c2cc(S(=O)(=O)NCCc3ccccc3)ccc2F)cc1Cl	-7	7	0	1	75	-4.8	-34	63	19	1
Clc1cccc(OCCN2CCN(CCOc3cccc(Cl)c3)CC2)c1	-9	9	-1	11	12	-4.6	12	9	/	-6
CC(Sc1nc(-c2ccc(F)cc2)cs1)C(=O)Nc1ccc(Cl)cn1 (stereo not given)	-10	0	-6	8	83	-1.7	-26	80	/	2
CCC1(CC)Nc2ccccc2C(=O)N1c1ccc(NC(C)=O)cc1	0	13	2	2	98	0.1	-53	93	/	-8
Cc1ccc(NC(=O)c2cc(C)on2)cc1	-2	7	6	-1	90	0.2	-44	97	/	-9
CCOc1ccc(Nc2ncnc3c2cnn3-c2ccccc2)cc1	-2	1	17	2	107	0.3	-87	103	1	3
CC1CN(Cc2ccc(Cl)cc2Cl)CC(C)O1 (stereo not given)	1	16	21	2	108	-0.5	20	96	-5	-11
CC(C)Nc1nc(Cl)nc(NNC(=O)C(C)Oc2ccccc2)n1 (stereo not given)	2	19	0	-2	97	-2.7	12	92	-34	-5
CSc1ccc(-c2nnn(Cc3ccc(C)cc3)n2)cc1	0	3	-1	13	92	1.9	-27	96	2	2
COc1cc(/C=N/n2cnnc2)ccc1OCc1ccc(C)cc1	1	2	-6	40*	96	0.1	-44	102	6	-5
S=C(NCc1ccco1)Nc1ccc(Cl)cc1Cl	-3	16	7	0	83	-3.0	-8	82	/	-4
(further entries)
SMILES	Phagocyt inh	Measles CPE	GALR2 antag	NPY Y2 blocker	HCT116 bCat-KO	MRP-1 activ	BB579 growth dn	PTEN del growth	E-sel TNF inh	Yeast life ext
CCS(=O)(=O)NCC(c1cccnc1)N1CCN(c2ccc(F)cc2)CC1 (stereo not given)	/	19	-5	2	95	-3.1	-19	100	/	-7
Cc1cc(C(=O)N2CCOCC2)n(-c2ccccc2)n1	0	6	6	2	103	-0.9	-10	94	/	-6
C/C(=N\NC(=O)C(C)Nc1cccc(Cl)c1)c1ccc([N+](=O)[O-])cc1 (stereo not given)	-3	24	2	1	91	0.1	-8	86	-4	-1
COc1cccc(CNn2c(-c3cccc(C)c3)nc3ccccc3c2=O)c1	0	17	-7	10	45	-1.0	-50	48	9	-1
Cc1cccc(-c2n[nH]c(=S)n2/N=C/c2ccc(C)o2)c1	-6	8	0	1	101	-1.7	-16	95	-17	-5
N#CC1=C(N)OC2=C(C(=O)CCC2)C12CCN(C(=O)OCc1ccccc1)CC2	-2	3	/	/	92	0.5	-51	84	/	/
CC(=O)N1CCN(C2=Nc3cccc4cccc2c34)CC1	2	0	7	2	97	-3.0	-18	106	-22	3
CC1(C(=O)NC2CCCC2)CCC(=O)N1Cc1ccccc1Cl (stereo not given)	3	7	3	2	97	0.8	-29	103	12	-5
CC(C)Cn1c(=O)[nH]c2ccccc21	-3	2	4	0	107	-0.7	-22	102	7	-8
CCCc1cc(C(N)=O)c(NC(=O)C2CCCO2)s1 (stereo not given)	-1	9	16	1	107	-1.5	-44	104	-33	-4
CS(=O)(=O)c1ccc(Cl)c(NC(=O)c2ccc3ccccc3c2)c1	-4	2	-6	7	95	0.8	-31	92	64*	1
Cc1ccc(C(C)C)c(Oc2nnnn2-c2ccccc2)c1	3	10	4	7	56	-3.8	-27	62	13	-5
Cc1sc2nc(COC(=O)c3ccc(N4CCCC4)c([N+](=O)[O-])c3)[nH]c(=O)c2c1C	/	15	-5	5	93	-6.5	-55	88	-5	2
COc1ccc(OC)c(S(=O)(=O)N2c3cc(F)ccc3CCC2C)c1 (stereo not given)	5	8	-4	4	66	-3.5	16	72	-2	-4
COc1ccc(C2Nc3ccccc3C(=O)N2O)cc1CN1CCOCC1 (stereo not given)	2	2	-3	7	77	-0.5	-13	94	/	1
CC(=O)C1=C(C)NC(SCc2cccc3ccccc23)=C(C#N)C1c1ccco1 (stereo not given)	-8	13	-15	3	67	-4.8	-23	69	67*	1
Cc1cccc(NC(=O)c2ccc3ccccc3n2)c1C	-4	10	14	10	90	-4.8	-13	84	-25	-15
O=C(NCc1ccccn1)c1c(O)c2c([nH]c1=O)CCCC2	0	24	7	-1	107	0.7	-59	107	-29	11
CC(C)CCNC(=O)CCNS(=O)(=O)c1ccc(Cl)cc1	/	11	-4	0	86	-3.4	-14	88	-7	3
O=C(NC1CCCCC1)c1ccc(S(=O)(=O)N2CCOCC2)cc1	0	19	3	3	96	-0.6	-22	86	-6	-10

Nothing new here: two of the compounds above.
SMILES	Phagocyt inh	Measles CPE	GALR2 antag	NPY Y2 blocker	HCT116 bCat-KO	MRP-1 activ	BB579 growth dn	PTEN del growth	E-sel TNF inh	Yeast life ext
CCS(=O)(=O)NCC(c1cccnc1)N1CCN(c2ccc(F)cc2)CC1 (stereo not given)	/	19	-5	2	95	-3.1	-19	100	/	-7
Cc1cc(C(=O)N2CCOCC2)n(-c2ccccc2)n1	0	6	6	2	103	-0.9	-10	94	/	-6
